# TRHR agonist: TRH receptor (human) agonism. 360,000 compounds, 0.18% hits. P34981. AID 493084. activation, % at 2 µM. TRHR cells, calcium flux fluo-8, FDSS agonist mode; in the data active = activation above about 30%; also: 0% is about no effect
# Target sequence (P34981 whole entry, looked up): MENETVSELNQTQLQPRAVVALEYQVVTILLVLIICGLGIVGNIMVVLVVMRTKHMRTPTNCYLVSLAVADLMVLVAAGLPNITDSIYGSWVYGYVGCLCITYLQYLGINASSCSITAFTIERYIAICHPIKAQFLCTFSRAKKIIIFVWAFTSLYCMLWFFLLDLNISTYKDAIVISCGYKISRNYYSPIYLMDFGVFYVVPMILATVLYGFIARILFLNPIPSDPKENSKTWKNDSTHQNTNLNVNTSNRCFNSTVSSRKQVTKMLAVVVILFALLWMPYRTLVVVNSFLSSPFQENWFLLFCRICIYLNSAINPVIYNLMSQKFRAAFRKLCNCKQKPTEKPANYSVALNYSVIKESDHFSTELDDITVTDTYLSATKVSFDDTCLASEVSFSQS
#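 Steps: seed TRHR cells overnight; add fluo-8 no-wash Ca dye, RT 30 min–1.5 h; record 10 s baseline; pin-transfer compounds; monitor fluorescence 1 cycle/s for the agonist window. Calcium increases flag candidate agonists.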
# TRHR enhancer: allosteric enhancers of human TRH receptor; TRHR cells, fluo-8 calcium fluorescence, EC20 TRH enhancement; enhancement, % at 2 µM; 360,000 compounds, 0.66% hits; AID 493056; in the data active = enhancement above about 30%; also: 0% is about no effect
#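 Enhancer read-out: after compound pinning and an initial kinetic agonist-mode read, an EC20 of TRH (10 nM final) was injected and fluo-8 calcium signal (Ex 480/Em 530) followed at 1 s/cycle for 100 cycles in TRHR-expressing cells.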
# D2 ag: D2 dopamine receptor (human) agonism. P14416. activation, % at 2 µM. HEK293 T-REx D2 cells, calcium flux agonist mode. 340,000 compounds, 0.53% hits;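 active = activation over 3 SD above normal in the single-dose calcium agonist read, cut at about 30% in these data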; also: 0% is about no effect
# Target sequence (P14416 whole entry, looked up): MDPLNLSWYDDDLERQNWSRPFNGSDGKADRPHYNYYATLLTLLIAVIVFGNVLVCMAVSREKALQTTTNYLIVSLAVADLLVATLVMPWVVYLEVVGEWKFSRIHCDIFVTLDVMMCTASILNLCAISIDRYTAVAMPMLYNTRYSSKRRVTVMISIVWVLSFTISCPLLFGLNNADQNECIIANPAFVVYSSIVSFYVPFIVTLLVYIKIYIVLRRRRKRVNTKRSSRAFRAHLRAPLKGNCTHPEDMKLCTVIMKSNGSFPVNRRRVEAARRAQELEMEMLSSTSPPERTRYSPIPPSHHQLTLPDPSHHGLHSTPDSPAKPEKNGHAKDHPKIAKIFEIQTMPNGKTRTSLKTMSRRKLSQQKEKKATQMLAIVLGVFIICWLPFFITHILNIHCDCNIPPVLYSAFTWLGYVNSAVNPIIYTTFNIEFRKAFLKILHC
#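 Calcium-flux readout, 1 cycle/sec over 180 s following compound pin transfer, in inducible HEK293 Trex D2 cells (force-coupled); dopamine controls included. Positive calcium responses during this window marked compounds as potential agonists.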
# D2 antagonist: antagonizes the human D2 dopamine receptor | HEK293 TREx D2 cells, calcium flux, dopamine EC80 | inhibition, % at 10 µM | 340,000 compounds, 2% hits; in the data active = inhibition above about 30%; also: 0% is about no effect
#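 Antagonism is scored as inhibition of an EC80 dopamine-evoked calcium signal in a force-coupled, tetracycline-inducible HEK293 T-REx D2 line, with compound present 180 s before agonist.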
# Pin1 inhibitor: human Pin1 inhibition. Pin1 FP peptide displacement, HiFluor488, 10 min. Potency, µM (titrated, usually from 115 µM), for the others: at the highest dose activity, negative = inhibition, most hits filed as inhibitors. 390,000 compounds, 0.009% hits; active = well fitted inhibition curve with a large enough effect in the polarisation, with a control signal flat, not every such curve was filed as active; inconclusive = small, poorly fitted or top-dose-only effect, or effect the other way, or a change in a side signal; inactive = no such curve, though single readings can be large or run the other way; the % refers to the polarisation; also: potency is read from the fitted curve at half-maximal effect; % is scaled to controls: 0 for no effect and ±100 for the full control effect
# Target sequence (Q13526 whole entry, looked up): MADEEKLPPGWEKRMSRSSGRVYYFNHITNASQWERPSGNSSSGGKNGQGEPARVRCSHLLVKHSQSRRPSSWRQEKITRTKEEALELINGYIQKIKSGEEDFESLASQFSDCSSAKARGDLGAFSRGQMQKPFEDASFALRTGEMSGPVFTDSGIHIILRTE
# TrxR1 substrate: substrates of rat thioredoxin reductase 1; O89049; purified TrxR1 substrate turnover, NADPH consumption readout; Potency, µM (top dose mostly 114 µM), for the others: top-dose activity change, negative = substrate turnover; 390,000 compounds, 0.01% hits; AID 588456; also: potency is read from the fitted curve at half-maximal effect; % is scaled to controls: 0 for no effect and ±100 for the full control effect; nearly all actives have a fitted effect of over 50% in size
#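 Rat TrxR1, dispensed at 90 nM, was prereduced with 400 uM NADPH (final) for 5 min at ~22 deg C, then incubated with compound 15 min before 400 uM selenite. A first-read NADPH fluorescence drop versus no-compound background flagged substrates.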
# IDH1 R132H inh: inhibitors of human mutant IDH1 R132H | O75874 | Potency, µM (doses to about 76.6 µM), without a hit: top-dose activity change, negative = inhibition, usual class: inhibitors | IDH1-R132H enzyme, NADPH consumption, diaphorase/resazurin fluorescence | 390,000 compounds, 0.093% hits; also: potency is read from the fitted curve at half-maximal effect; % is scaled to controls: 0 for no effect and ±100 for the full control effect; nearly all actives have a fitted effect of over 65% in size
#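 IDH1-R132H (0.5 ug/mL dispensed) in pH 7.5 Tris buffer was preincubated 30 min with compound, then given a substrate mix of 0.016 mM NADPH and 2 mM alpha-KG for 80 min at room temperature; remaining NADPH was read by diaphorase/resazurin fluorescence.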
# USP1 inh: inhibitors of human USP1/UAF1 deubiquitinase | recombinant USP1/UAF1, Ub-Rhodamine cleavage fluorescence | 390,000 compounds, 0.23% hits | O94782 | AID 743255 | Potency, µM (titrated, usually from 57.1 µM), inactives show at the top dose activity change, negative = inhibition, actives largely listed as inhibitors; also: potency is read from the fitted curve at half-maximal effect; % is scaled to controls: 0 for no effect and ±100 for the full control effect; nearly all actives have a fitted effect of over 60% in size; inactives centre near -12
#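 USP1/UAF1 complex at 1 nM was preincubated with compound for 15 min at room temperature, then Ub-Rho substrate (150nM final) was added. Fluorescence (480/540 nm) was read kinetically, 6 reads every 60 seconds.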
# TrxR1 inh: blocks rat thioredoxin reductase 1. O89049. recombinant rTrxR1, NADPH fluorescence consumption, selenite substrate. Potency, µM (series often up to 114 µM), without a hit: at the highest dose activity change, negative = inhibition, most hits filed as inhibitors. 390,000 compounds, 1% hits; also: potency is read from the fitted curve at half-maximal effect; % is scaled to controls: 0 for no effect and ±100 for the full control effect; nearly all actives have a fitted effect of over 65% in size
#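 Rat TrxR1 (90 nM in the dispensed reagent) was pre-reduced with 400 uM NADPH for 5 min at room temperature, then incubated with compound for 15 min. After 400 uM selenite was added, NADPH fluorescence (Ex 340/Em 450 nm) was followed for 8 min.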
# Numbers without * were called inactive; u = inconclusive; x = no result given; & = joins results of further samples; [ ] = remark or other dose. Unless noted, calls follow the shape of the dose curve; as a rule, active = well fitted inhibition curve with a large enough effect; inconclusive = small, poorly fitted or top-dose-only effect; inactive = no such curve, though single readings can be large or run the other way. A portion of the library (hit frequency here may not be typical).
SMILES,TRHR agonist,TRHR enhancer,D2 ag,D2 antagonist,Pin1 inhibitor,TrxR1 substrate,IDH1 R132H inh,USP1 inh,TrxR1 inh
CN(CC(=O)Nc1n[nH]c(=S)s1)S(=O)(=O)c1cccc2cccnc12,0.1,9,-0.2,-12,-17%,-8%,1%,2%,-18%
CCOC(=O)c1ccccc1NC(=O)CSc1ccc(-c2cccnc2)nn1,-0.2,10,-1.5,0,-3%,5%,11%,-20%,20%
COc1ccc(C(=O)OCc2nc(N)nc(Nc3ccccc3C)n2)cc1OC,1.1,0,-0.3,7,2%,-1%,5%,-21%,9%
COc1ccc(N2CCN(C(=O)c3cc(-c4cc(OC)ccc4OC)nc4ccccc34)CC2)cc1,-0.5,-4,1.6,-6,4%,-3%,8%,u,1%
BrC(=C\c1ccccc1)/C=N/N1CCN(Cc2ccccc2)CC1,-1.0,-5,-0.3,-11,18%,12%[57.1 µM],0%,-21%,u
CCC(=O)Nc1ccc(S(=O)(=O)Nc2cc(C)on2)cc1,0.1,5,-0.5,-20,-1%,6%,4%,0%,19%
CCC(=O)Nc1ccc(-n2nnnc2SCC(=O)NNC(=O)c2ccco2)cc1,-0.5,-7,1.2,3,-9%,-5%,-7%,-2%,6%
COC(=O)NCc1ccc(S(=O)(=O)N2CCOCC2)cc1,0.0,-2,0.7,-10,2%,8%[57.1 µM],0%,-1%,16%[57.1 µM]
CC(C)C1Cc2c(sc(NC(=S)NC(=O)c3ccccc3)c2C#N)CO1 (centres undefined),0.4,-3,0.8,-15,8%,0%,11%,-19%,-35%
COCCOC(=O)C1=C(C)Nc2nc(C)nn2C1c1ccccc1 (centres undefined),0.3,2,0.8,-1,-3%,-11%,3%,-4%,-26%
Cc1ccc(C(=O)Nc2ccnc(-c3ccncc3)n2)cc1,0.2,-1,0.3,4,0%,5%[57.1 µM],8%,-20%,4%[57.1 µM]
CCn1cnc2c1c(=O)n(CC(=O)Nc1ccc3c(c1)OC(F)(F)O3)c(=O)n2Cc1ccccc1,0.1,0,2.7,-3,24%,2%[57.1 µM],-1%,-3%,5%[57.1 µM]
COc1cccc(NC(=O)CN(C)C(=O)c2ccc(COc3ccccc3)o2)c1,-0.6,2,0.9,8,-1%,-1%,14%,-13%,-3%
Cc1cccc(NC(=S)NC2CCCC2)n1,-0.5,0,1.8,-17,3%,-11%,11%,-21%,-19%
O=C(O)C1CCCCC1C(=O)NCc1ccc(Cl)c(Cl)c1 (centres undefined),-1.1,4,-0.1,-10,-3%,4%,2%,-24%,25%
Cc1ccsc1-c1nc(CSCC(=O)NCc2ccc3c(c2)OCO3)c(C)o1,-0.6,2,-0.6,-20,-1%,6%[57.1 µM],6%,-7%,-61%
NC(=O)c1cc(S(=O)(=O)N2CC=C(c3ccccc3)CC2)cs1,0.2,1,8.3,-5,1%,0%,5%,-20%,21%
Cc1ccc2nc(NCCO)nc(-c3ccccc3)c2c1,-0.4,0,0.7,8,0%,43%[activator],0%,-19%,u
CC(=O)c1cccc(NC2c3ncccc3C(=O)N2Cc2ccco2)c1 (centres undefined),-0.6,-24,-0.4,21,u,-5%,-3%,u,u
Cn1c(=O)[nH]c(=O)c2c1nc(Br)n2CCSc1nnnn1-c1ccccc1,0.1,-2,0.8,-8,-4%,-5%,-2%,u,7%
CCOC(=O)C1CCN(S(=O)(=O)c2ccc3c(c2)CCCN3C(C)=O)CC1,-0.1,-4,0.8,-12,-8%,-8%,-1%,-3%,3%
CCSC1=C(C#N)C(c2ccccc2OC)CC(=O)N1 (centres undefined),-1.1,4,-0.6,-3,2%,-6%,-4%,-9%,-9%
O=C(NCCS(=O)(=O)N1CCN(c2ccccc2F)CC1)C1CC(=O)N(c2ccc(F)cc2)C1 (centres undefined),-0.5&-0.2,-1&8,5.3&12,21,0%&2%,5%,3%&-11%,-24%&-17%,20%
COc1cccc(Oc2nnnn2-c2ccccc2)c1,-0.1,-3,x,5,-3%,0%,3%,-23%,6%
CCOC(=O)COc1ccc(S(=O)(=O)NCc2ccncc2)cc1,0.3,0,0.8,-2,-4%,7%,-1%,10%,2%
COc1ccccc1N1C(=O)CC1(C#N)c1ccc(OCc2ccccc2)cc1 (centres undefined),2.0,1,1.3,26,37%[activator],13%[57.1 µM],2%,-17%,15%
CC1CC(C)CN(C(=O)c2cc(S(=O)(=O)N3CCCCC3)ccc2Cl)C1 (centres undefined),0.6,-6,0.5,6,3%,10%,14%,-13%,28%
O=C(CCc1ccc(S(=O)(=O)N2CCOCC2)cc1)Nc1ccc2ccccc2c1,-0.6,5,0.3,-58,u,6%,9%,-21%,28%
O=C(CC1C(=O)NCCN1C/C=C/c1ccccc1)NCCc1ccncc1 (centres undefined),0.6,-6,2.1,6,-2%,6%,0%,-20%,9%
Cc1ccccc1CN1C(=O)C(O)(c2c[nH]c3ccccc23)c2cc(Cl)ccc21 (centres undefined),0.9,-2,0.8,x,-1%,5%[11.4 µM],-7%,u,4%
COc1ccc(N2CC(NC(=O)c3ccc(S(=O)(=O)N4CCCCC4)cc3)CC2=O)cc1OC (centres undefined),0.4,3,0.9,x,-2%,-6%[57.1 µM],-1%,-10%,13%[57.1 µM]
N#Cc1c(N)n(-c2ccccc2)c(=O)c2cc([N+](=O)[O-])ccc12,0.6,-6,1.6,3,u,-1%,5%,5%,17%[57.1 µM]
CC1CCN(C(=O)c2cccc(S(=O)(=O)N3CCCCC3)c2)CC1,-0.3,-9,-0.3,0,-3%,-3%,3%,-15%,17%
COc1ccc(Cl)cc1Nc1nc(-c2sc(NC(=O)C(C)(C)C)nc2C)cs1,-0.1,0,0.7,-5,23%,-1%,4%,-34%,4%
CC(C)NC(=O)CSc1ccccc1C(=O)NNC(=O)Cn1ccc(C(F)(F)F)n1,0.5,-4,0.3,-12,-3%,1%,1%,u,5%
O=C(C1CCN(S(=O)(=O)c2cccc3cccnc23)CC1)N1CC=C(c2ccccc2)CC1,-0.9,20,-1.7,2,x,x,x,x,x

# Compound profiles, from the list above. Order of screens: TRHR agonist, TRHR enhancer, D2 ag, D2 antagonist, Pin1 inhibitor, TrxR1 substrate, IDH1 R132H inh, USP1 inh, TrxR1 inh
# `O=C(CCc1ccc(S(=O)(=O)N2CCOCC2)cc1)Nc1ccc2ccccc2c1` in the list: -0.6, 5, 0.3, -58, u, 6%, 9%, -21%, 28%
# `CCOC(=O)COc1ccc(S(=O)(=O)NCc2ccncc2)cc1` in the list: 0.3, 0, 0.8, -2, -4%, 7%, -1%, 10%, 2%

# (continued)
SMILES,TRHR agonist,TRHR enhancer,D2 ag,D2 antagonist,Pin1 inhibitor,TrxR1 substrate,IDH1 R132H inh,USP1 inh,TrxR1 inh
N#Cc1cc2c(cc1NC(=O)CCn1cnnn1)OCO2,0.5,3,0.6,-6,-1%,-1%,-5%,-22%,8%
O=C(N/N=C/c1ccc(OCc2cnc(Cl)s2)cc1)c1ccncc1,0.3,50*,-0.3,-19,-6%,0%,5%,-24%,7%
Cc1ccc(NC(=S)NC(=O)c2cccs2)cc1F,x,x,x,x,-2%,8%,-6%,-12%,u
O=C(COC(=O)Cc1ccc(Cl)c(Cl)c1)NCc1ccco1,-0.2,4,0.7,15,-3%,1%[57.1 µM],-2%,-14%,0%[57.1 µM]
CC(=O)N1CCc2cc(S(=O)(=O)CCC(=O)Nc3ccc(Cl)cc3F)ccc21,-1.5,0,-0.4,-9,-1%,-16%,3%,-16%,u
Cc1ccc(-c2nnn(CC(=O)N(c3cccc(F)c3)C(C(=O)NC3CCCC3)c3ccco3)n2)o1 (centres undefined),0.2,3,-0.7,-3,0%,3%,-2%,-11%,28%
O=C1Nc2ccc(Cl)cc2C12OCCCO2,0.7,-8,0.2,2,-1%,1%,1%,-15%,24%
Clc1cccc(C[n+]2cc(-c3ccccc3)n3c2CCC3)c1,-0.3,-4,x,x,7%,0%,3%,-14%,2%
COC(=O)c1ccc(NS(=O)(=O)c2ccc3[nH]c4c(c3c2)CCCC4)cc1,0.6,14,0.4,x,0%,-7%,-19%,-20%,12%
N#C/C(=C(/O)CSc1ncn[nH]1)c1nc2ccccc2[nH]1,1.7,-2,1.2,-7,u,-4%,5%,-18%,6%
O=C(CSc1cn(CC(=O)N2CCOCC2)c2ccccc12)Nc1ccccc1C(F)(F)F,0.0,5,0.7,x,-6%,0%,0%,u,15%
CCCn1c(SCC(=O)Nc2cc(Cl)ccc2OC)n[nH]c1=O,-0.6,1,-1.1,-6,1%,1%,9%,-26%,-2%
Cc1ccc(OCCn2cncn2)c([N+](=O)[O-])c1,-0.1,-2,0.4,8,-1%,-1%,2%,-19%,27%
FC(F)(F)c1cc(C(F)(F)F)c2ccc(N/N=C/c3ccccc3)nc2n1,0.9,-5,0.5,-2,0%,4%[57.1 µM],0%,-18%,10%[57.1 µM]
CCN1CCN(C(c2ccccc2F)c2c(O)cc(C)n(CCOC)c2=O)CC1 (centres undefined),-0.3,-4,0.5,x,-2%,5%[57.1 µM],1%,5%,u
Cc1ccc(C)c(C(=O)NC2CC(C)(C)NC(C)(C)C2)c1,1.2,-2,0.2,-2,-5%,0%,1%,1%,2%
O=C1c2ccccc2NC2CCCCC12 (centres undefined),0.9,14,0.4,-25,-1%,4%,0%,5%,13%

# Limited to TRHR enhancer (5 entries from above):
compound,TRHR enhancer
Cc1ccc(OCCn2cncn2)c([N+](=O)[O-])c1,-2
FC(F)(F)c1cc(C(F)(F)F)c2ccc(N/N=C/c3ccccc3)nc2n1,-5
CCN1CCN(C(c2ccccc2F)c2c(O)cc(C)n(CCOC)c2=O)CC1 (centres undefined),-4
Cc1ccc(C)c(C(=O)NC2CC(C)(C)NC(C)(C)C2)c1,-2
O=C1c2ccccc2NC2CCCCC12 (centres undefined),14

# With a hit mark in TRHR enhancer, of those listed so far:
SMILES | TRHR enhancer | D2 antagonist | Pin1 inhibitor | TrxR1 substrate | IDH1 R132H inh | USP1 inh | TrxR1 inh
O=C(N/N=C/c1ccc(OCc2cnc(Cl)s2)cc1)c1ccncc1 | 50* | -19 | -6% | 0% | 5% | -24% | 7%
